# High-throughput results from PubChem BioAssay.
# ROMK primary: modulates human ROMK potassium channel activity; Tet-inducible ROMK, thallium flux fluorescence; actives lie on both sides; B-score at 10 µM; hit rate 2% among 130,000; AID 1918;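 active = signal ratio slope over the read window, or its plate-corrected B-score, at least 3 SD from the plate mean, either direction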;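 also: B-score of the F/F0 ratio slope over 7 to 12 s after thallium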
# Target sequence (P48048 whole entry, looked up): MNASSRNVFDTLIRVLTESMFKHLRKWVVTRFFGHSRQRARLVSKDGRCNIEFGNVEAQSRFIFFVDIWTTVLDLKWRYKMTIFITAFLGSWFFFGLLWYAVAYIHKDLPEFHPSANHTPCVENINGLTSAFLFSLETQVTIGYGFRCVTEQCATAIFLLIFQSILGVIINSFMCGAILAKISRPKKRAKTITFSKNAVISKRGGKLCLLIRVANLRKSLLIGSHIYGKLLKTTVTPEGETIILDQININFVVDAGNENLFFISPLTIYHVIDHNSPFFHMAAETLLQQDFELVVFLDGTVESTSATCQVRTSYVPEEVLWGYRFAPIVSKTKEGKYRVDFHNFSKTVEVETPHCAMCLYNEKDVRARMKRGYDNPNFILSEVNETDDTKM
# STAT3 activator: activators of IL-6 induced STAT3 signaling. U3A cells, IL-6 STAT3-luciferase reporter, luminescence; 100% = signal with IL-6 EC80 alone. activation (% of control), % at 5.6 µM. hit rate 0.91% among 190,000. AID 871;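 active = activation above the screen-wide mean of compound activation plus 3 SD, cut at about 130% in these data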;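 also: 0% = background luminescence of wells with medium and substrate only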
#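 Material: human U3A cells carrying STAT3-luciferase construct. Measured by: reporter luminescence signal. Timing: compound 1 h, then IL-6 6 h at 37 °C.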
# STAT1 activator: activators of IFN-gamma induced STAT1 signaling; NIH 3T3 STAT1-luciferase reporter, luminescence; 100% = IFN-gamma alone, no compound; hit rate 2.6% among 200,000; AID 932; activation (% of control), % at 5.5 µM;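 active = activation above the screen-wide mean activation plus 3 SD, cut at about 130% in these data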;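 also: raw ratio to IFN-gamma control signal so 100% means no change and 0% no light; values of inactives mirror those of a sister screen read the other way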
# FLuc inhib CS: counter-screen for luciferase assay inhibitors: firefly luciferase inhibition; AID 1006; inhibition, % at 10 µM; ATPLite firefly luciferase biochemical luminescence, 10 min; P08659; hit rate 1.5% among 200,000;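 active = inhibition above about 50% when tested at 10 µM, limit read from the data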
# Target sequence (P08659 whole entry, looked up): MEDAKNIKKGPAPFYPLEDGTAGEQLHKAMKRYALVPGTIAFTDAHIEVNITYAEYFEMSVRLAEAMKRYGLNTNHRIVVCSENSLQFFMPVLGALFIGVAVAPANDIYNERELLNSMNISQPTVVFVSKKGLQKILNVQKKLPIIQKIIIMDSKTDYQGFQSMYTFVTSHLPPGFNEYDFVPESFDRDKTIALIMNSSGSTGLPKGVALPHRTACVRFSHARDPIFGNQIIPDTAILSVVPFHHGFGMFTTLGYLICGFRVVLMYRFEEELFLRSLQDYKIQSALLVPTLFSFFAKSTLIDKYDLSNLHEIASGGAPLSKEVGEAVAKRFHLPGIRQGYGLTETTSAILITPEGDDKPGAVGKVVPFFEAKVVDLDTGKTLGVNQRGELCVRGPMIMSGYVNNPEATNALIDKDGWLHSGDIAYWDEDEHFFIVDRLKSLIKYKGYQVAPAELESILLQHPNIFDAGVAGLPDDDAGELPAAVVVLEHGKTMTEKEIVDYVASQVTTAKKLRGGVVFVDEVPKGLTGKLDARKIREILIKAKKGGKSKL
# STAT1 inh: reduces IFN-gamma driven STAT1 reporter signal | hit rate 0.35% among 200,000 | inhibition, % at 5.5 µM | NIH 3T3 STAT1-luciferase reporter, luminescence | AID 920;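 active = inhibition above a set limit, the mean inhibition across all tested compounds plus 3 SD, cut at about 34% in these data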;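 also: 0% = IFN-gamma with DMSO and 100% = IFN-gamma with 300 µM nifuroxazide; values of inactives mirror those of a sister screen read the other way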
# STAT3 inh: STAT3 signaling inhibition; AID 862; inhibition, % at 5.5 µM; U3A cells, IL-6 STAT3-luciferase reporter, luminescence; host cell line lacks STAT1; hit rate 0.89% among 190,000;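 active = inhibition above the mean inhibition across all screened compounds plus 3 SD, cut at about 44% in these data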;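 also: 0% = DMSO only wells and 100% = 100 µM nifuroxazide control wells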
# NF-kB expr up: NF-kB expression increase, human neuronal cells; NF-kB reporter expression; hits give high values; fold change at 12.5 µM; hit rate 1.6% among 190,000; AID 1239; in the data active = fold change above about 3.3
# FLuc stim CS: firefly luciferase counter-screen for stimulation assays. ATPlite luciferase biochemical, luminescence, 10 min; 0 = ATP-free wells, 1 = DMSO control. AID 1027. 200,000 tested, under 10 active. activation factor at 10 µM. P08659;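 active = luciferase activation factor, scaled between plate controls, of at least 2 with compound at 10 µM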
#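 Assay system – cell-free luciferase reagent · Medium – PBS-based ATP solution · Dosing – test compounds dosed from 2 mM stocks in 100% DMSO · Timing – 10 min, room temperature · Technique – light output (luminescence) · Measure – luminescence gain marking luciferase activators · Controls – No-ATP low control, compound-free enzyme-plus-ATP high control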
# APP 5'UTR act: activates APP 5'UTR luciferase reporter. activation, % at 2 µM. SH-SY5Y APP 5'UTR luciferase reporter, luminescence; zero percent = DMSO vehicle wells. hit rate 1% among 190,000. AID 1276;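 active = activation above a set limit, based on mean plus 3 SD of controls, cut at about 140% in these data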; also: values of inactives mirror those of a sister screen read the other way
# APP transl inh: APP translation inhibition. AID 1285. inhibition, % at 2 µM. hit rate 0.82% among 190,000. SH-SY5Y APP 5'UTR-luciferase reporter, luminescence;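 active = inhibition above a set limit, derived from the sample mean plus 3 SD, cut at about 45% in these data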; also: values of inactives mirror those of a sister screen read the other way
# An asterisk follows results filed as active; · = no result given.
# Values in the order: ROMK primary	STAT3 activator	STAT1 activator	FLuc inhib CS	STAT1 inh	STAT3 inh	NF-kB expr up	FLuc stim CS	APP 5'UTR act	APP transl inh
> Cn1cccc1CNCCc1ccccc1F
    -0.047	98	100	-9	0	4	1	1.1	9	-9
> CN1C(=O)N(C)C(=O)C2(Cc3cc([N+](=O)[O-])ccc3N(C)C2)C1=O
    2.4	103	100	-5	-1	0	1.3	1	-15	15
> CN(C)CC1CSCCC1(O)c1ccccc1 (stereo not given)
    ·	100	97	-3	3	5	1.2	1	20	-20
> CC(C)(C)N1Cc2ccccc2C1=N
    0.94	107	102	-3	-2	-5	1.3	1	11	-11
> COC(=O)C1=C(C)OC(N)=C(C#N)C12C(=O)Nc1ccccc12 (stereo not given)
    0.27	102	107	2	-7	3	1.1	1	12	-12
> Cn1c(O)c(C=NC2CCCCC2)c(=O)[nH]c1=S
    -0.92	82	100	-4	-1	26	1.1	1	-7	7
> CC(=O)Nc1cc(C(=O)N2CCC3(CC2)OCCO3)ccc1Sc1ccc(C)cc1
    ·	99	105	-7	-5	5	1	1.1	-5	5
> COCCNC(=O)c1ccc(N2CC3CC(C2)c2cccc(=O)n2C3)c([N+](=O)[O-])c1 (stereo not given)
    1.6	99	100	2	1	10	1.1	1	14	-14
> Cn1c(C(=O)N2CCC3(CC2)OCCO3)cc2c(=O)n(C)c3ccccc3c21
    ·	103	94	-9	7	1	0.93	1.1	6	-6
> CCN1CCN(C(=O)COc2ccc(S(=O)(=O)N(C)Cc3ccccc3)cc2)CC1
    -1.7	94	99	-8	1	7	0.77	1.1	-5	5
> C[C@]12CC[C@@H]3c4ccc(O)c(O)c4CC[C@H]3[C@@H]1CC[C@@H]2O
    ·	·	·	6	·	·	·	0.9	2	-2
> N=C1c2ccccc2CN1NC(=O)c1ccc(Cl)cc1
    ·	101	96	-6	4	4	1.2	1.1	10	-10
> Cc1ccc(CN2CC3CC(C2)c2cccc(=O)n2C3)cc1 (stereo not given)
    -1.2	108	96	-7	4	-2	0.92	1.1	13	-13
> CC(C)N(CC#CCC1(O)c2ccccc2-c2ccccc21)C(C)C
    ·	101	93	-6	8	2	1.1	1.1	0	0
> CC(C)(C)n1c(O)c(C=Nc2ccc3c(c2)CCC3)c(=O)[nH]c1=O
    -0.86	94	101	-5	-1	10	1	1	-3	3
> Cc1ccccc1-n1c(C)cc(/C=C2/C(=O)NC(=O)N(Cc3ccco3)C2=O)c1C
    ·	96	96	0	5	0	0.88	1	-17	17
> CCCCCc1nc2ccccc2c(=O)n1-c1ccc(Cl)cc1[N+](=O)[O-]
    ·	101	98	0	3	10	1.1	1	-5	5
> CC(C)CCNC(=O)c1cc(C(=O)c2cc(F)ccc2O)cn(CCC(C)C)c1=O
    -0.0051	90	97	0	4	13	1.2	1	18	-18
> O=C(c1ccc(C(F)(F)F)cc1)C1CCCN(C2CCSCC2)C1 (stereo not given)
    0.079	111	90	-5	10	0	1	1.1	-11	11
> CN1CCN(c2ccc([N+](=O)[O-])c(N)c2)CC1
    -0.34	102	103	-4	-3	-5	1.3	1	-12	12
> Cc1cc(/C=C2\C(=O)NC(=O)N(c3ccc(Br)cc3)C2=O)c(C)n1C
    -0.014	82	101	-6	-2	30	1	1.1	7	-7
> CCOC(=O)N1CCN(C(C)C(=O)c2c[nH]c3ccccc23)CC1 (stereo not given)
    ·	133	97	-6	4	-31	0.83	1.1	3	-4
> COc1ccc2c3c([nH]c2c1)C(C)NCC3 (stereo not given)
    ·	·	97	-15	2	·	0.89	1.1	7	-7
> C=C1CC[C@@]2(O)[C@H]3Cc4ccc(O)c5c4[C@@]2(CCN3CC2CC2)[C@H]1O5
    ·	103	101	-8	-1	-2	1.1	1.1	6	-6
> O=C1NC(=O)C2(Cc3ccccc3N3CCOCC32)C(=O)N1c1ccccc1 (stereo not given)
    0.81	104	105	-1	-5	1	1	1	7	-7
> CCN(CC)c1ccc(N=Cc2c(O)n(CCC3=CCCCC3)c(=O)[nH]c2=O)cc1
    -7.1*	105	111	-1	-12	-2	0.87	1	14	-14
> Cc1ccc(-c2nn(Cc3ccccc3)cc2C=O)cc1
    0	118	122	1	-25	-24	1.8	1	34	-34
> Cc1cc(NC(=O)CCl)on1
    0.01	93	95	-7	4	16	1.3	1.1	13	-13
> C[N+]12CCC(CC1)C(=C(c1ccccc1)c1ccccc1)C2
    0.79	103	107	5	-5	-7	0.96	0.9	-1	1
> COC(=O)C1C2c3ccccc3C(c3ccccc32)C1C(=O)OC (stereo not given)
    0.42	96	99	-3	3	9	1.2	1	-3	3

# Profiles from above. Values in the order: ROMK primary	STAT3 activator	STAT1 activator	FLuc inhib CS	STAT1 inh	STAT3 inh	NF-kB expr up	FLuc stim CS	APP 5'UTR act	APP transl inh
# CCN1CCN(C(=O)COc2ccc(S(=O)(=O)N(C)Cc3ccccc3)cc2)CC1 is listed as -1.7	94	99	-8	1	7	0.77	1.1	-5	5
# CN1C(=O)N(C)C(=O)C2(Cc3cc([N+](=O)[O-])ccc3N(C)C2)C1=O is listed as 2.4	103	100	-5	-1	0	1.3	1	-15	15

# Next part.
# Values in the order: ROMK primary	STAT3 activator	STAT1 activator	FLuc inhib CS	STAT1 inh	STAT3 inh	NF-kB expr up	FLuc stim CS	APP 5'UTR act	APP transl inh
> C=CC(C)C(C(=O)c1ccccc1)N(C)C (stereo not given)
    0.88	96	99	-1	0	8	1.2	1	8	-8
> COc1ccc(-n2c(SC)nc3ccccc3c2=O)cc1
    -0.061	90	90	-4	11	16	1.2	1	6	-6
> Cc1sc2nc(COC(=O)Cc3ccccc3)[nH]c(=O)c2c1C
    -0.11	105	102	-6	-3	1	1.8	1.1	-1	1
> OC12CCCCC1C(c1ccccc1)NCC2 (stereo not given)
    ·	108	92	-10	8	-5	1	1.1	4	-4
> Cc1ccc(/C=C2/C(=O)NC(=O)N(CCc3ccc(F)cc3)C2=O)o1
    ·	108	104	-8	-4	2	1.2	1.1	10	-10
> O=[N+]([O-])c1ccc(NCc2ccccc2)c2nonc12
    ·	95	94	-3	6	8	1.1	1	-7	7
> CCNc1nc2[nH]c(=O)c3c(c2s1)OC(N)=C(C#N)C3c1cccs1 (stereo not given)
    -0.16	95	101	-5	-1	13	1.2	1.1	-3	3
> COc1cccc(CN2CCN(C(=O)COc3ccc4ccccc4c3)CC2)c1
    -1.6	98	103	-10	-3	5	0.84	1.1	3	-3
> O=C1NC(=O)N(CCNc2ncc(C(F)(F)F)cc2Cl)C(=O)C1/C=N/OCc1c(F)cccc1Cl (stereo not given)
    0.88	97	96	-4	5	11	1.2	1	16	-16
> CCC1(CC)C(=N)N(C)C(=O)NC1=O
    0.55	103	102	0	-3	-6	1.1	1	2	-2
> CCCCSP1(=S)NCCCN1
    -0.0068	104	100	-1	1	2	1.1	1	2	-2
> CC1CN(c2cc([N+](=O)[O-])ccc2Cl)CC(C)N1 (stereo not given)
    -0.27	88	92	-4	8	17	1.2	1	-13	12
> Cc1ccc(C(=O)Nc2ccc(-n3ccnc3P(=O)(O)c3ccccc3)cc2)cc1
    -0.11	99	100	-2	0	2	1.3	1	12	-12
> O=C(COc1ccc(S(=O)(=O)N2CCCCC2)cc1)N1CCN(Cc2ccccc2)CC1
    -1.7	91	95	-8	6	15	1.2	1.1	6	-6
> CCC(=O)N1CC(=O)Nc2ccc(Cl)cc2C1c1ccc(F)cc1 (stereo not given)
    ·	106	97	-4	3	-1	1.4	1	7	-8
> C/C(=N\NC(=S)Nc1ccccc1)c1c(O)n(C)c(=O)n(C)c1=O
    0.6	104	102	1	-2	-3	1.2	1	117	-117
> CN1CCN(c2ccc(N)c(N3CCN(C)CC3)c2)CC1
    -0.32	102	103	-2	-2	-3	1.2	1	-2	2
> CCCCn1c(O)c(C(CC)=Nc2cccc(C(=O)O)c2)c(=O)[nH]c1=O
    ·	101	99	-1	1	4	1.6	1	10	-10
> Cc1ccnc(-n2c(C)nc3ccccc3c2=O)c1
    ·	98	99	-1	2	7	0.91	1	35	-35
> CC1(C)CC(=O)C(C=NCCN2CCN(C(=O)Cc3ccc(Cl)cc3)CC2)=C(O)C1
    ·	104	104	-3	-5	4	1.1	1	8	-8
> CC1(C)C(c2ccccc2)=NC(c2cccnc2)N1O (stereo not given)
    -0.077	109	103	11	-3	-11	1.3	0.9	3	-3
> CC1COC2N=C(N[N+](=O)[O-])NC2O1 (stereo not given)
    1.6	88	95	-8	5	17	0.98	1.1	11	-11
> O=C(O)c1ccc2c(c1)C1C(Cl)C(Sc3ccccc3[N+](=O)[O-])CC1C(c1cccc([N+](=O)[O-])c1)N2 (stereo not given)
    0.27	109	100	-6	-2	-9	1.1	1.1	-3	3
> Cc1cc(C)cc(N2C(=O)NC(=O)/C(=C\c3cccn3-c3ccccc3)C2=O)c1
    -0.19	106	81	-8	21	-3	1.1	1.1	-13	13
> O=C(CN1CCCCC1)c1ccc(OC(F)F)cc1
    ·	88	96	-5	4	18	0.94	1	-11	11
> O=C(O)c1nonc1-c1nonc1C(=O)O
    ·	96	95	-5	6	8	1.2	1.1	15	-14
> Cc1ccc(-c2ccc(=O)n(CC(=O)N3CCC4(CC3)OCCO4)n2)cc1
    -0.55	102	107	-7	-8	9	1.2	1.1	18	-18
> Cn1c(=O)n(CC(=O)N2CCC3(CC2)OCCO3)c(=O)c2ccccc21
    ·	102	100	-7	-2	4	1.2	1.1	-13	13
> CCCCn1c(O)c(C(CC)=NCc2cccnc2)c(=O)[nH]c1=O
    ·	103	99	-6	1	-3	0.96	1.1	19	-19
> CCCn1ncc(CN2CCCC(C(=O)c3cccc(OC)c3)C2)c1C (stereo not given)
    0.3	104	108	1	-8	1	1	1	7	-7

# Just FLuc inhib CS, STAT1 inh and NF-kB expr up, for 6 of the compounds above:
SMILES	FLuc inhib CS	STAT1 inh	NF-kB expr up
Cc1ccnc(-n2c(C)nc3ccccc3c2=O)c1	-1	2	0.91
C=CC(C)C(C(=O)c1ccccc1)N(C)C (stereo not given)	-1	0	1.2
Cc1sc2nc(COC(=O)Cc3ccccc3)[nH]c(=O)c2c1C	-6	-3	1.8
Cc1cc(C)cc(N2C(=O)NC(=O)/C(=C\c3cccn3-c3ccccc3)C2=O)c1	-8	21	1.1
C[C@]12CC[C@@H]3c4ccc(O)c(O)c4CC[C@H]3[C@@H]1CC[C@@H]2O	6	·	·
Cc1ccc(CN2CC3CC(C2)c2cccc(=O)n2C3)cc1 (stereo not given)	-7	4	0.92

# Only part of the results is shown; count on the stated rates, not on these rows.
